# High-throughput results (PubChem BioAssay)
# DRD3 agonist: qHTS of D3 Dopamine Receptor Agonist: qHTS. D(3) dopamine receptor (Homo sapiens), P35462. D3R DiscoveRx beta-arrestin cells, luminescence, 90 min. max activation, %. hit rate 0.58% among 410,000. AID 652048, 2013; in the data active means max activation above about 30%; further: 0% is about no effect; mostly tested at two doses, the higher about 12 µM
# Target sequence (P35462 whole entry, looked up): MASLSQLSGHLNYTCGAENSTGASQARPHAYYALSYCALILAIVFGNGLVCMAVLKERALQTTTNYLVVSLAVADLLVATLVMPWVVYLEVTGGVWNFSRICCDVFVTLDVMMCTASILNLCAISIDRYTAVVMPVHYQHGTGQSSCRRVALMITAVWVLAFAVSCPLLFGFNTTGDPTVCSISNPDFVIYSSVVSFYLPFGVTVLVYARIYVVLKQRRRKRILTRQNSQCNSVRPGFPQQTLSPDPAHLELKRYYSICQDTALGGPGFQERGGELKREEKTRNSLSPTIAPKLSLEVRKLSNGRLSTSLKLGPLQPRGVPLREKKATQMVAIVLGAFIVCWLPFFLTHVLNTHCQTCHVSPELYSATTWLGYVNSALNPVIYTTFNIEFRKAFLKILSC
#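 Agonist-mode cell screen: cells plated at 1500/well and incubated overnight at 37 °C, then exposed to library compounds for 90 min at 37 °C. Detection reagent was added for 30–60 min at room temperature, and luminescence was read.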
# GLP1R cytotox: qHTS of GLP-1 Receptor Inverse Agonists: Cytotox Screen | HEK293 cAMP-luciferase reporter cells, luminescence, 24 h | Potency, µM (doses to about 38.3 µM), for inactives: at the highest dose activity change, negative = inhibition, usual class: inhibitors | hit rate 0.13% among 410,000;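 further: loss of luciferase light is scored as toxicity; potency means the concentration at half of the fitted maximal effect; on the % scale 0 is the no-effect control and ±100 the full control effect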
#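 Here, cytotoxicity is scored as loss of luminescence. The MLSMR collection was tested on cells seeded in medium containing 10% Nu serum, with a 24 hr compound exposure preceded by 12 hours of culture.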
# GLP-1R agonist: qHTS of GLP-1 Receptor Agonists | Glucagon-like peptide 1 receptor (Homo sapiens), P43220 | hit rate 0.007% among 380,000 | AID 624172, 2012 | Potency, µM (doses to about 45.6 µM), for the others: top-dose activation, usual class: activators | HEK293 GLP-1R CRE-luciferase, luminescence, 4-6 h; cells express a hypersensitive GLP-1R form; further: potency means the concentration at half of the fitted maximal effect; % of control where 0% means no effect
# TDP-43 yeast inh: qHTS of TDP-43 Inhibitors | TDP-43 expressing yeast growth rescue, BacTiter-Glo, 24 h | Potency, µM (top dose mostly 46.1 µM), for inactives: at the top dose growth rescue (activation), usual class: activators | hit rate 1.8% among 410,000 | AID 652104, 2013; further: potency means the concentration at half of the fitted maximal effect; % of control where 0% means no effect; nearly all actives have a fitted effect of over 50% in size
#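 Galactose-induced TDP-43 yeast, OD600=0.02, compound pinned; 24 hr, 30 deg C; BacTiter-Glo luminescence for growth. Inhibitors of TDP-43 toxicity read as activators.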
# aSyn yeast inh: qHTS of alpha-syn Inhibitors. Potency, µM (titrated, usually from 46.1 µM), without a hit: at the highest dose growth rescue (activation), usual class: activators. Yeast expressing alpha-synuclein, growth rescue, BacTiter-Glo, 24 h. hit rate 0.14% among 370,000; further: potency means the concentration at half of the fitted maximal effect; % of control where 0% means no effect; nearly all actives have a fitted effect of over 65% in size
#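 Rescue of yeast growth: cells expressing toxic alpha-synuclein, induced in galactose at OD600 0.02, incubated with compound 24 h at 30 C. ATP luminescence quantified growth; inhibitors of toxicity appear as activators.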
# KB-V1 cytotox: qHTS assay for MDR1-selective chemotherapeutics: Primary screen using the drug-selected MDR subline cells KB-V1; KB-V1 MDR cells viability, CellTiter-Glo, 72 h; hit rate 3.4% among 400,000; Potency, µM (highest dose often 46.1 µM), without a hit: at the highest dose activity change, negative = cytotoxicity, hits mostly cytotoxic; further: potency means the concentration at half of the fitted maximal effect; on the % scale 0 is the no-effect control and ±100 the full control effect; nearly all actives have a fitted effect of over 60% in size
#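 In this primary screen, KB-V1 cells overexpressing P-gp are incubated with library compounds (lowest to highest concentration) for 72 h at 37 degrees C before a luminescent ATP viability read.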
# GLP-1R inv ag: qHTS of GLP-1 Receptor Inverse Agonists (Inhibition Mode); Glucagon-like peptide 1 receptor (Homo sapiens), P43220; HEK293 GLP-1R CRE-luciferase, luminescence, 24 h; GLP-1R form is constitutively active; Potency, µM (series often up to 38.3 µM), for inactives: at the top dose activity change, negative = inhibition, hits mostly inhibitors; hit rate 1.6% among 410,000; further: potency means the concentration at half of the fitted maximal effect; on the % scale 0 is the no-effect control and ±100 the full control effect; nearly all actives have a fitted effect of over 55% in size
#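 Luminescence readout: a drop in cAMP-driven luciferase signal flags inverse agonism at a constitutively active GLP-1R stably expressed in HEK293. Compound exposure lasted 24 hr at 37 deg C, 5% CO2.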
# D3 antag: qHTS of D3 Dopamine Receptor Antagonist: qHTS; D(3) dopamine receptor (Homo sapiens), P35462; D3R cells, DiscoveRx beta-arrestin luminescence, antagonist mode; active compounds read low; AID 652054, 2013; max response, negative = inhibition, %; hit rate 2.5% among 360,000; in the data active means max response below about -50%; inconclusive means no clear call, values can overlap the other calls; further: on the % scale 0 is the no-effect control and ±100 the full control effect; mostly tested at two doses, the higher about 12 µM
#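 Cells expressing the human receptor were seeded at 1500 cells/well, incubated overnight at 37 degrees C in 5% CO2, then exposed to library compounds with dopamine controls for 90 minutes at 37 degrees C before luminescent detection.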
# PTHR1 ag: qHTS for PTHR1 Agonists: Primary Screen | HEK293 GP2 PTHR1 cells, GloSensor cAMP luminescence, 1 h | Potency, µM (highest dose often 115 µM), for the others: at the highest dose activation, usual class: activators | hit rate 0.075% among 410,000; further: potency means the concentration at half of the fitted maximal effect; nearly all actives have a fitted effect of over 55% in size; some results filed as inactive show a strong effect at the top dose; inactives centre near -15; many of its hits are not listed in these tables
# Target sequence (Q03431 whole entry, looked up): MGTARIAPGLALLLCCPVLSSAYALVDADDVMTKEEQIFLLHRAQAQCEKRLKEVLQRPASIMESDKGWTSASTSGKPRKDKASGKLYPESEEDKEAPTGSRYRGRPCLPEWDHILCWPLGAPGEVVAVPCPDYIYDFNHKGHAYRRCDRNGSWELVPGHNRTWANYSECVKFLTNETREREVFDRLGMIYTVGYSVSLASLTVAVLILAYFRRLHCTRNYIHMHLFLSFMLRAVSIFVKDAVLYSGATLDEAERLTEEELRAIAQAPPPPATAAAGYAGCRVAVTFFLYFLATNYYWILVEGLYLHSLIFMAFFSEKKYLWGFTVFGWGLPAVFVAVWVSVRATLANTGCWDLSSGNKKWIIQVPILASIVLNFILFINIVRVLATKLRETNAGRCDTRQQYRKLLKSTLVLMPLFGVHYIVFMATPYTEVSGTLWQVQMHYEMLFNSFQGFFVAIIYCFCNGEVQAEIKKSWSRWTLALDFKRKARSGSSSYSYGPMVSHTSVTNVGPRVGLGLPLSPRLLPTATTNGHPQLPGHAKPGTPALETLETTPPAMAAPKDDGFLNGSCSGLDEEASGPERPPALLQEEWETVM
#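 HEK-293-derived GP2 cells expressing PTHR1 and a GloSensor cAMP reporter, 3,000/well, plated overnight, given luciferin plus IBMX (each 0.5 mM as added) for 1 h at 37 °C, then compound for 1 h at 37 °C. Luminescence was read after 15 min at room temperature.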
# * = called active by the depositor; i = inactive; u = inconclusive; x = no result given; & = joins results of further samples; [ ] = remark or other dose. Unless noted, the call rests on the fitted dose curve; in most records, active means well fitted curve in the direction sought with a large enough effect; inconclusive means small, poorly fitted or top-dose-only effect, or another doubt; inactive means no such curve, though single readings can be large; an effect the other way counts as inactive or inconclusive. This is a subset. The share of hits here may be higher or lower than overall.
structure	DRD3 agonist	GLP1R cytotox	GLP-1R agonist	TDP-43 yeast inh	aSyn yeast inh	KB-V1 cytotox	GLP-1R inv ag	D3 antag	PTHR1 ag
COc1cccc2cc(C(=O)N3CCN(c4ccccc4F)CC3)c(=O)oc12	7.5	5.2%	2.3%	9.6%	0.9%	-7.5%	-2.2%	-17.1	i
COc1ccc(C(=O)Nc2ccc(S(=O)(=O)N3CCN(C)CC3)cc2)cc1[N+](=O)[O-]	2.7	-14.2%	-5.0%	13.2%	0.9%	-6.1%	17.5%	-18.5	-12.8%
CCOc1ccc(NC(=O)C(=O)NCCN2CCN(S(=O)(=O)c3ccccc3)CC2)cc1	0.0	-5.7%	0.6%	-4.2%	-0.1%	-19.9%	3.9%	-0.6	i
CC1CN(S(=O)(=O)c2cccc(C(=O)NCc3ccc4c(c3)OCO4)c2)CC(C)O1 (stereo not drawn)	-1.1	12.5%	0.5%	-12.1%	-1.7%	-16.5%	-32.1%	-16.5	-32.4%
O=C(COCc1cc(-c2cccs2)on1)Nc1cccc(O)c1	-15.2	3.5%	x	-13.2%	x	4.7%	1.8%	x	u
NC(N)=NS(=O)(=O)c1ccc(NC(=S)NC(=O)/C=C/c2ccco2)cc1	2.9	13.9%	-6.6%	-10.4%	1.1%	4.5%	0.1%	17.2	-1.5%
CN(Cc1ccccc1)C(=O)c1ccccc1NC(=O)C1=CSCCO1	2.1	0.9%	8.0%	0.0%	-0.8%	24.5%	-6.4%	18.2	i
Cc1ccc(Oc2ccc(C(F)(F)F)cc2[N+](=O)[O-])c([N+](=O)[O-])n1	7.0	0.6%	6.3%	u	-2.3%	-2.4%	-8.9%	9.9	i
CC(C)CNC(=O)COC(=O)c1c2c(nc3ccccc13)/C(=C\c1cccs1)CC2	11.3	x	-8.8%	0.0%	10.2%	u	4.47µM*	43.7	-4.0%
CCOC(=O)C1(Cc2cccc(F)c2)CCN(C(=O)c2cnccn2)CC1	5.9	1.6%	8.2%	-21.4%	-0.8%	u	1.0%	0.8	-5.8%
CCc1nc2c(oc3ccccc32)c(=O)[nH]1	-1.8	-9.5%	0.5%	6.4%	0.7%	10.3%	30.2%[activator]	53.7	-8.0%[57.5 µM]
CC1(C)Cc2cccc(OCC(=O)NC3CC3)c2O1	1.1	2.5%	-4.6%	12.4%	2.1%	19.3%	10.0%	-7.2	-23.7%

# (continued)
structure	DRD3 agonist	GLP1R cytotox	GLP-1R agonist	TDP-43 yeast inh	aSyn yeast inh	KB-V1 cytotox	GLP-1R inv ag	D3 antag	PTHR1 ag
COc1ccc(-c2cc(C(=O)N(C)Cc3cccc(OC)c3OC)c3ccccc3n2)cc1OC	3.7	-25.5%	u	u	-64.9%[inhibitor]	-28.9%	-15.7%	11.4	i
C[C@H](CO)N1C[C@H](C)[C@H](CN(C)C(=O)c2ccccn2)Oc2cc(C#Cc3ccc(F)cc3)ccc2S1(=O)=O	-1.9	-8.7%	0.1%	16.6%	-1.3%	2.3%	u	-2.3	-19.8%
S=C(NCC1CCCO1)Nc1cc(Cl)c(Cl)cc1Cl (stereo not drawn)	0.8	u	0.7%	11.0%	-11.5%	-0.1%	u	6.9	-35.3%[inhibitor]
Cc1nc(SCc2ccc(Cl)c(Cl)c2)n[nH]1	0.5	-30.5%	20.9%	18.0%	-34.1%[inhibitor]	1.4%	-29.9%	7.3	-22.5%
CCCCCCC1(C)NC(=S)N(c2ccccc2)N1 (stereo not drawn)	-5.8	-2.6%	2.2%	17.7%	13.8%	4.8%	u	1.5	-7.4%
COc1ccc(S(=O)(=O)NCCSc2nnnn2-c2ccccc2)cc1OC	-4.4	-2.4%	4.6%	-10.3%	x	-1.8%	11.4%	x	-27.0%
COc1ccc(NC(=O)Cn2cnc3c(oc4nc5c(cc43)COC(C)(C)C5)c2=O)cc1	-13.7	10.6%	1.7%	-11.3%	-4.5%	0.0%	1.0%	-8.1	-2.4%
O=C(/C(=C/c1ccncc1)n1ccnc1)c1ccc(Cl)cc1Cl	-3.4	-14.3%	-5.3%	-0.3%	5.9%	2.0%	u	-13.8	-94.2%[inhibitor]
Cc1nnc(SCC(=O)Nc2nc(C(C)(C)C)cs2)s1	3.6	5.3%	-8.7%	1.8%	2.0%	-14.4%	2.5%	1.0	i
CCCC1(c2ccccc2)NC(=O)N(CC(=O)NCC2COc3ccccc3O2)C1=O (stereo not drawn)	4.0	u	-1.5%	-17.2%	-7.1%	-10.0%	u	6.2	-30.8%[inhibitor]
CC1CCCN(c2c3c(nc4ccccc24)CCCC3)C1 (stereo not drawn)	24.3	-2.7%	22.8%	-14.2%	4.2%	u	-17.6%	-5.4	-6.5%
O=C1CN(C(=O)COC(=O)c2cc(Cl)ccc2[N+](=O)[O-])c2ccccc2N1	-8.1	-13.0%	5.4%	-1.4%	-0.6%	16.5%	-1.6%	-27.9	-24.9%

# (listing goes on)
structure	DRD3 agonist	GLP1R cytotox	GLP-1R agonist	TDP-43 yeast inh	aSyn yeast inh	KB-V1 cytotox	GLP-1R inv ag	D3 antag	PTHR1 ag
COC(=O)[C@@]1(Cc2ccc(F)cc2)[C@H]2c3cc(C(=O)N(C)C)n(Cc4cc(F)cc5c4OCOC5)c3C[C@H]2CN1C(=O)c1ccccc1	-2.9	-11.6%	-4.6%	0.0%	-1.6%	u	u	-2.3	-21.6%
Cc1cccc(NC(=O)C(=O)NCCc2sc(-c3ccccc3)nc2C)c1C	10.0	-6.4%	-0.2%	17.0%	-0.9%	-22.8%	16.7%	x	i
CCCc1nnc(NC(=O)CCC(=O)N2CCN(C3CCCC3)CC2)s1	0.7	2.0%	-2.2%	-22.5%	-7.3%	15.8%	-1.7%	-6.9	i
CCOc1ccccc1NC(=O)CSc1nc(N)c(C#N)cc1C#N	0.3	-18.9%	-2.8%	-4.9%	-4.4%	2.5%	31.5%[activator]	-6.2	i
CC1(C)[C@@H](O)CC[C@]2(C)[C@H]3C(=O)C=C4[C@@H]5C[C@@](C)(C(=O)O)CC[C@]5(C)CC[C@@]4(C)[C@]3(C)CC[C@@H]12	17.7&6.2&7.6	5.2%	-0.8%&-5.8%	0.0%	5.5%	16.8%	2.5%	0.0	-0.5%
CCC(C(=O)N1CCOCC1)n1c(C(=O)OC)cc2occc21 (stereo not drawn)	7.0	-18.0%	6.2%	-13.1%	-3.2%	-0.9%	0.0%	29.5	u
O=C1CCC(=O)N1c1ccc(-c2nc3ccccc3s2)cc1	-5.1	-0.9%	-0.9%	-21.1%[0.397 µM]	-5.7%	-6.2%	3.4%	-3.4	-78.5%[inhibitor]
CCN1C(=O)/C(=C\c2ccc(-c3ccc([N+](=O)[O-])cc3OC)o2)SC1=Nc1cccc(C(=O)O)c1	4.0	0.4%	3.9%	22.5%	-3.8%	27.5%	27.2%	-1.6	-20.5%
CN(Cc1ccccc1N1CCCC1)C(=O)c1cc2cc(Cl)ccc2o1	-2.1	2.4%	6.9%	u	9.8%	u	u	-4.9	-65.1%[inhibitor]
COc1ccc([N+](=O)[O-])cc1NC(=O)C(C)OC(=O)Cn1[nH]c(=O)c2ccccc2c1=O (stereo not drawn)	-4.7	-13.8%	5.9%	17.5%	-2.8%	1.1%	0.4%	3.9	i
Cc1ccc(NC(=O)CN(C)S(=O)(=O)c2cccc3cccnc23)c(C)c1	1.3&17.2	-4.4%&5.4%	14.9%	4.0%&0.0%	2.6%	-19.2%	-11.1%&-4.1%	-2.9	-5.4%&-49.6%
CCn1ncc(CNC(=O)CCSc2nc(-c3ccco3)cc(C(F)(F)F)n2)c1C	4.8	-1.9%	3.6%	-0.7%	1.6%	-28.5%	-24.0%	19.8	-14.6%[57.5 µM]

# Next part:
structure	DRD3 agonist	GLP1R cytotox	GLP-1R agonist	TDP-43 yeast inh	aSyn yeast inh	KB-V1 cytotox	GLP-1R inv ag	D3 antag	PTHR1 ag
COc1ccc(C(=O)Oc2cc(C(=S)N3CCOCC3)ccc2OC)cc1	-13.9	u	11.1%	-12.0%	18.0%	15.7%	-17.5%	-22.8	11.9%
COc1ccc(-n2cnc3cc(N)ccc32)cc1	2.1	2.7%	12.7%	-8.6%	-1.2%	-14.2%	58.8%[activator]	-16.7	-5.5%[57.5 µM]
O=c1n(Cc2ccccc2Cl)c2sc3c(c2c2ncnn12)CCCC3	6.7	16.6%	-3.4%	15.1%	1.4%	-4.9%	35.7%[activator]	-19.7	-6.1%
CCCC(C)NC(=O)CN(Cc1ccco1)S(=O)(=O)c1ccccc1 (stereo not drawn)	-4.3	-3.2%	-2.7%	-5.3%	-0.7%	-2.2%	-16.7%	u	i
CCOc1ccc(-n2cc(-c3ccccc3)c3c(NCc4ccccc4)ncnc32)cc1	5.4	2.5%	x	u	x	x	u	x	i
O=C(Nc1cc(Sc2nc3ccccc3s2)cc([N+](=O)[O-])c1)c1ccccc1F	0.0	-11.6%	6.4%	9.4%	-0.7%	u	u	2.7	i
Cc1nc2ccn(Cc3ccccc3)c(=O)c2cc1C(=O)N1CCN(c2ccccc2)CC1	-2.6	2.4%	-0.6%	-18.7%	5.2%	-10.2%	-13.6%	-9.3	-40.9%[inhibitor]
O=[N+]([O-])c1ccc(N2CCN(CC3CCCCC3)CC2)cc1	-5.3	-14.9%	-2.6%	-0.2%	0.0%	-22.1%	-8.8%	-58.0*	-26.6%
O=C(COC(=O)COc1ccc(Cl)cc1)Nc1ccc(N2CCOCC2)cc1	-4.1	-3.5%	22.3%	-14.8%[1.82 µM]	-1.7%	22.5%	10.9%	3.8	i
O=S(=O)(NCC1CCCO1)c1cccc2nsnc12 (stereo not drawn)	0.0	-26.3%	-7.6%	17.2%	-2.7%	u	-0.8%	2.0	-22.4%
